PERK inhibitor – blocks human PERK kinase. CHO PERK-DD fusion, SEAP luminescence translation reporter. inhibition, % at 5.6 µM. 0.17% of 220,000 active;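 active means inhibition above the mean inhibition of all tested compounds plus 3 SD, set separately per screening campaign, cut at about 2.9% in these data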;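 further: PERK kinase domain activated by AP20187 dimerizer at 100 nM; 0% = DMSO with dimerizer and 100% = rapamycin at 8.4 µM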
m-calpain inh – calpain II (pig) inhibition. purified calpain II, fluorogenic peptide substrate, 30 min. inhibition, % at 16 µM. 0.37% of 220,000 active. AID 1236;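 active means inhibition above about 50%, limit read from the data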
eIF4E 4G PPI – blocks eIF4E binding to eIF4G. 0.37% of 220,000 active. P63073+Q04637. TR-FRET eIF4E-eIF4GI(517-606) binding, 2 h. inhibition, % at 21.7 µM. AID 782;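 active means inhibition above about 30%, limit read from the data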;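 further: 0% = full FRET control wells and 100% = background wells lacking eIF4GI fragment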
Rad51 HR inh – blocks human Rad51 in homologous recombination | Q06609 | hRad51 DNA strand exchange, fluorescence dequenching | inhibition, % at 10 µM | 0.085% of 200,000 active | AID 1385;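 active means inhibition above 40% at the single screening dose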;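 further: 0% = DMSO control wells and 100% = blanks with heterologous ssDNA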
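Material: human Rad51–ssDNA filaments; Probe or stimulus: labelled 47-mer dsDNA for strand exchange; Doses: single 10 µM dose; Incubation: 37 °C 15-min filament assembly, 30-min compound preincubation, 15-min exchange; Technique: FRET fluorescence dequenching, excitation 485 nm, emission 520 nm; Measure: Fluorescence-based percent inhibition, control- and blank-normalised; Benchmarks: plate control and blank wells.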
TNF death inh – blocks TNF-alpha induced death of Jurkat FADD-/- cells | Jurkat FADD-/- TNF necroptosis rescue, ATP luminescence, 24 h; 0 = TNF only, 100 = no-TNF cells | 0.068% of 220,000 active | activation (protection from cell death), % at 10 µM;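 active means activation, meaning protection from cell death, of at least 50% relative to plate controls; inactive means activation below 50%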;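 further: necroptosis triggered by 40 ng/mL TNF-alpha added together with compound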
L929 necroptosis – blocks zVAD induced death of L929 cells; L929 zVAD necroptosis rescue, ATP luminescence, 24 h; with zVAD 60 µM; viability rescue, % at 10 µM; 0.38% of 220,000 active; AID 1377;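 active means activation, scaled between plate controls, above about 75%, limit read from the data; inactive means activation under that limit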;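 further: 0% = zVAD with DMSO and 100% = DMSO alone without zVAD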
Mdm2 ligase inh – blocks human Mdm2 ubiquitin ligase activity. Q00987. cell-based MDM2 ubiquitination luciferase reporter, 2 h; 0 = plate control, 100 = twice control, blank-subtracted. signal enhancement, % at 5 µM. 0.11% of 210,000 active;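 active means signal enhancement of 30% or more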;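 further: luminescence tracks abundance of the self-degrading MDM2-luciferase fusion protein; higher signal means inhibition of MDM2 E3 ligase activity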
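Assay system: stable mammalian line carrying autodegrading MDM2–luciferase fusion reporter; Input: 2000 cells in each well; Compound dosing: single-point 5 µM; Schedule: 2 h compound exposure at 37 °C; Signal: SteadyLite luciferase luminescence after 15 min room-temperature reagent incubation; Evaluation: % luminescence enhancement versus blank-corrected plate control mean; Benchmarks: plate controls and plate blanks.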
EBV gp42 block – blocks Epstein-Barr virus glycoprotein 42 binding | 0.42% of 220,000 active | Fluorescence polarization binding assay, mP read-out | inhibition, % (tested at 21.74 µM) | Q1HVG2; in the data active means inhibition above about 50%
Cl transport mod – modulators of human KCC2 chloride dependent transport; Q9H2X9; KCC2 cells, thallium flux FluoZin-2 fluorescence; B-score of Tl+ flux slope (higher = more flux/activation; lower = inhibition) at 10 µM; 2.2% of 190,000 active;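 active means thallium flux slope and its plate-corrected score both differing from the plate sample mean at a set confidence after two filtering rounds, in either direction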;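 further: slope of fluorescence scaled to starting intensity during 10 to 20 s after thallium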
Target sequence (Q9H2X9 whole entry, looked up): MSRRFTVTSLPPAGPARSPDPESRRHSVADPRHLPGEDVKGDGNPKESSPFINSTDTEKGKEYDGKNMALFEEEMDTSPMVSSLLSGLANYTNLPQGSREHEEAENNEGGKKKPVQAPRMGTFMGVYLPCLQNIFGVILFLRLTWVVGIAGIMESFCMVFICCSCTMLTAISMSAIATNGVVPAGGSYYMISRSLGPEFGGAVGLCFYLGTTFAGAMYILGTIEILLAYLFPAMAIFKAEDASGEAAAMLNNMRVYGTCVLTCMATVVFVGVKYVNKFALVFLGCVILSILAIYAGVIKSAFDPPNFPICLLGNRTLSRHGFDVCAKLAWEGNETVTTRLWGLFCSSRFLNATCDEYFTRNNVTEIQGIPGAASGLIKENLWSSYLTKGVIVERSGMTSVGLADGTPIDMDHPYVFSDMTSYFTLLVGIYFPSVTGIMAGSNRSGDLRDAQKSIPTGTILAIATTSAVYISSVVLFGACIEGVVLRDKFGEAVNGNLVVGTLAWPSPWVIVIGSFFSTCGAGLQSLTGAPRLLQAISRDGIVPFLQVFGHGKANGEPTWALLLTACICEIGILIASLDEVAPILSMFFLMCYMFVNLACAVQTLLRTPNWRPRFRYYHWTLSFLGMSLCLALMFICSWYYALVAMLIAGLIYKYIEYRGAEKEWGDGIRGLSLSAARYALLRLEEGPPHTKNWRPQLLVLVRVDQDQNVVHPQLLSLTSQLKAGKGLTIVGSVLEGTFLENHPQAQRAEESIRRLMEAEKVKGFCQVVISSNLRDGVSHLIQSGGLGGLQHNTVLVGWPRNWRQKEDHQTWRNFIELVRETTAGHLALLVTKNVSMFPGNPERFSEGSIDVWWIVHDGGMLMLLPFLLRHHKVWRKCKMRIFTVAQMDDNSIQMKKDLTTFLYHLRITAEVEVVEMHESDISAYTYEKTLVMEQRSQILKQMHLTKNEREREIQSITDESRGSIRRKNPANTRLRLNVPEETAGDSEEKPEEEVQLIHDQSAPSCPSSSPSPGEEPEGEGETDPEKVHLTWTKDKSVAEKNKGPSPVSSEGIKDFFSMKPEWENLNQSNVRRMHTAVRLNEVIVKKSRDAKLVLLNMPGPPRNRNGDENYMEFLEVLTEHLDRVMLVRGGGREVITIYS
* hit, by the source's call; / = no result given; [ ] = dose if it differs, or a comment.

SMILES	PERK inhibitor	m-calpain inh	eIF4E 4G PPI	Rad51 HR inh	TNF death inh	L929 necroptosis	Mdm2 ligase inh	EBV gp42 block	Cl transport mod
CCCC(c1nnnn1CC1CCCO1)N1CCN(c2cc(Cl)ccc2C)CC1 (stereo unspecified)	-1.2	-13	-9	-6	-1.6	1.4	-3	-18	/
CCc1ccc(-c2csc(-c3c[nH]c4ccccc34)n2)cc1	0.9	11	2	8	1.8	1.6	-10	-21	-1.4
CCN1CCN(c2nc3ccccc3nc2C(C#N)C(=O)OC2CCCCC2)CC1 (stereo unspecified)	-1.7	-5	5[fluorescence artefact?]	-8	-5.2	-0.4	-13	-6	0.37
O=C1c2ccccc2C(=O)N1c1ccc(Cc2ccncc2)cc1	-0.9	45	1	/	-3.0	0.3	-1	9	-1.3
CC(=O)Nc1ncc(Cc2cccc(Cl)c2)s1	0.4	14	-2	/	-8.5	-1.6	/	-10	1.2
CCc1ccc(-n2c(SCC(=O)Nc3cccc(S(=O)(=O)NC4=NCCCCC4)c3)nc3ccccc3c2=O)cc1	-0.6	-19	10	-2	-1.1	0.1	-11	6	1.3
O=C(O)CCN1C(=O)/C(=C\c2cccc(OCC(=O)Nc3ccc(Cl)cc3)c2)SC1=S	0.7	5	2	6	2.2	2.3	-7	2	-0.56
C/C(=N/NC(=O)CSc1nc2ccccc2s1)c1ccncc1	1.6	-4	0	6	1.0	1.0	-12	-10	-1.5
Cc1cccc(-n2c(C)cc(/C=C3\C(=N)N4N=C(CC(C)C)SC4=NC3=O)c2C)c1	1.0	-106	12	-2	0.3	0.5	4	-18	0.68
O=C(CSc1ccccc1)NCc1ccccn1	0.6	1	20	-8	1.5	0.3	1	-2	0.97
Cc1occc1C(=O)Nc1cccc([N+](=O)[O-])c1C	0.0	9	-8	-10	-3.4	0.0	/	-14	-0.069
O=C(NC1CCCCC1)N1CCCCCC1	0.4	26	3	/	1.1	1.2	-12	-10	/
Cc1cc(NC(=O)CSc2nnc(C)c(=O)n2N)no1	0.5	6	-2	/	0.3	-0.1	-4	-5	0.16
CCN(CC)c1ccc(NC(=O)c2ccccc2F)cc1S(=O)(=O)Nc1ccccc1OC	-1.1	-23	7	2	3.2	-0.8	1	8	1.2
CCOCC(=O)NCc1ccc2c(c1)OCO2	-0.6	-12	0[fluorescence artefact?]	-2	-1.8	0.8	-3	-12	0.35
O=C(N/N=C/c1ccccn1)c1ccc(N/N=C/c2ccccn2)cc1	0.0	-8	-7	-4	-6.8	57	-29	-6	-0.47
CC(C)(C)c1ccc(OCC(=O)N2CCCCCC2)c(Br)c1	1.7	38	3	3	1.2	4.6	-10	-8	-0.2
CCC1CCCCN1C(=O)Cn1c(=O)n(CCC(=O)NCc2ccco2)c(=O)c2sccc21 (stereo unspecified)	-0.3	14	1	5	-1.5	0.7	1	3	/
Cc1cccc(Cn2cnc3ccccc32)c1	-1.0	-29	2	7	1.5	0.8	-1	-5	-0.42
Cc1cc(C(=O)Nc2c(C)n(C)n(-c3ccccc3)c2=O)c(C)o1	1.6	-16	-19[fluorescence artefact?]	5	-1.2	0.5	-7	-4	-0.35
O=C1/C(=C/c2cccnc2)Oc2cc(OS(=O)(=O)c3ccccc3)ccc21	-2.2	-106	4	3	-0.3	-0.5	-5	-10	/
CNC(=O)c1ccccc1Sc1ccccc1C#N	0.6	10	-1	-5	0.7	-0.1	-1	-18	0.27
Cn1ccc(NC(=O)Nc2ccc(Cl)cc2)n1	2.0	10	7	-24	2.4	75*	-7	-8	0.72
NNc1nc2ccc(F)cc2s1	-1.1	27	0	4	-1.2	-0.5	-7	-2	-0.0014
CSCCC(NC(=O)OC(C)(C)C)C(=O)Oc1ccc2c(=O)c(-c3ccc4c(c3)OCCO4)coc2c1 (stereo unspecified)	0.8	-168	-2	-4	-8.3	-0.2	-27	-2	/

Some of these compounds in order of their number in Mdm2 ligase inh, rising:
SMILES,PERK inhibitor,m-calpain inh,eIF4E 4G PPI,Mdm2 ligase inh,EBV gp42 block,Cl transport mod
Cc1cc(NC(=O)CSc2nnc(C)c(=O)n2N)no1,0.5,6,-2,-4,-5,0.16
O=C(CSc1ccccc1)NCc1ccccn1,0.6,1,20,1,-2,0.97
Cc1cccc(-n2c(C)cc(/C=C3\C(=N)N4N=C(CC(C)C)SC4=NC3=O)c2C)c1,1.0,-106,12,4,-18,0.68

Further structures
SMILES	PERK inhibitor	m-calpain inh	eIF4E 4G PPI	Rad51 HR inh	TNF death inh	L929 necroptosis	Mdm2 ligase inh	EBV gp42 block	Cl transport mod
CC1=NCCN1CCNC(=O)Nc1cc(C)cc(C)c1	1.0	-16	1	-1	2.3	1.6	0	-3	0.44
COC(=O)c1sc(-c2ccccc2)cc1NC(=O)c1cc(OC)cc(OC)c1	0.8	-42	-1	9	1.9	-0.4	-2	2	0.084
COc1ccc(/C=C(\NC(=O)c2ccco2)C(=O)NCCc2nc3ccccc3[nH]2)cc1	1.0	-8	-5	10	0.9	0.4	1	-8	/
O=c1c2ccccc2c(C=NCCO)c(O)n1-c1ccccc1	0.1	-42	0	6	-10	-0.1	3	-7	-0.027
O=C(COc1ccccc1)Nc1ccc(NC(=O)c2ccco2)cc1	-0.4	27	0	/	1.1	-0.7	-1	6	-0.27
COc1cccc(-c2nc(-c3cccs3)no2)c1	1.1	23	-3	-5	-0.7	-0.9	-56	-1	0.12
COc1ccc(C(c2nnnn2C2CCCC2)N2CCC(C(N)=O)CC2)c(OC)c1 (stereo unspecified)	0.0	10	3	5	1.6	-0.4	-1	-5	0.34
CCNC(=S)Nc1ccc(OC(F)(F)F)cc1	2.0	-10	-6	6	-1.2	1.0	-23	-2	-0.76
CS(=O)(=O)N1CCN(c2ccc(NC(=O)c3cccnc3Cl)cc2)CC1	1.1	-25	-4	4	0.6	-0.1	-13	1	/
CC1(C)CC(=O)C2=C(C1)C(c1cn(-c3ccccc3)nc1-c1ccccc1)C(C#N)=C(N)O2 (stereo unspecified)	-0.2	-44	2	5	-6.3	-0.2	-17	47	-0.89
CCc1nc(N2CCN(S(=O)(=O)c3ccc(Br)cc3)CC2)c2c(C)c(C)sc2n1	-0.6	/	/	-4	-0.5	-0.5	/	/	-0.26
COc1ccc(CNC(=O)CCSCc2cccc(Cl)c2)cc1	0.7	11	3	6	1.9	0.7	-4	-21	0.26
Cc1cc(C)nc(N(C#N)CN2C(=O)c3ccccc3S2(=O)=O)n1	1.2	-29	0	/	-2.7	0.0	0	-9	0.37
COc1ccc(C(CC(=O)NCC(OC)OC)NS(=O)(=O)c2ccc(Cl)cc2)cc1 (stereo unspecified)	0.2	40	-1	/	0.2	-0.4	-8	-15	-0.068
CCN(CC)S(=O)(=O)c1ccc(OC)c(NC(=O)C2CC(=O)N(c3ccc(C)cc3)C2)c1 (stereo unspecified)	-1.5	-25	0	-5	1.2	0.7	-5	-7	-0.26
COc1ccccc1/C=C(/C#N)C(=O)O	0.5	-27	-3	/	0.7	-0.2	-10	-3	0.09
O=C(C1=NN[C@@H]2C(=O)N(c3cccc(F)c3)C(=O)[C@H]12)c1cnccn1	1.2	20	0	6	-1.0	-0.1	3	0	1.4
O=C(Nc1cccc(F)c1)C1CC(=O)N(c2ccc(Cl)cc2)C1 (stereo unspecified)	-2.0	2	-3[fluorescence artefact?]	-2	-0.4	-0.1	-3	0	-1.1
Cc1cc(C)nc(/N=C2\NC(=O)CC(C(=O)O)N2c2ccc(C)c(C)c2)n1 (stereo unspecified)	0.0	17	-1	4	0.1	0.1	-11	6	/
CC(C)Cc1ccc(C(C)C(=O)N2CCOCC2)cc1 (stereo unspecified)	1.1	3	6	5	-0.3	0.2	-14	-1	/
Cc1ccc(S(=O)(=O)NCCc2cccs2)cc1	0.8	-8	-8	11	4.0	-0.5	-6	0	-2.5
COc1ccc(C(=O)c2c(C(F)(F)F)oc3c2C(=O)c2ccccc2C3=O)cc1OC	-1.1	-144	5	7	-14	18	-8	-5	/
CCOC(=O)CCSc1nc(-c2ccccc2)cc(C(F)(F)F)n1	0.1	22	-3[fluorescence artefact?]	-6	-2.4	0.2	-4	17	1.3
CCOc1ccccc1C(=O)Nc1nnc(SCC(=O)N2CCOCC2)s1	-0.8	9	1	-3	-0.8	1.9	16	2	1
Cc1ccc(NC2c3ccccc3C(=O)N2c2cccnc2)cc1 (stereo unspecified)	-1.4	-14	-2	13	3.7	-0.1	-13	3	-0.96

(continued)
SMILES	PERK inhibitor	m-calpain inh	eIF4E 4G PPI	Rad51 HR inh	TNF death inh	L929 necroptosis	Mdm2 ligase inh	EBV gp42 block	Cl transport mod
O=C(/C=C\c1ccc(-c2cccc([N+](=O)[O-])c2)o1)N1CCOCC1	1.1	-3	-2	-2	0.0	18	24	1	0.21
Cc1ccc(C)n1-n1cnc2sc(-c3ccccc3)cc2c1=O	0.0	8	2	6	-1.3	1.1	13	-11	-1.9
COc1cc(NC(=O)c2ccco2)c(OC)cc1NC(=O)CSc1ncc(-c2ccc(F)cc2)[nH]1	1.0	-365	0	-4	-6.1	0.6	-9	-16	0.56
Cn1c(CN2CCCCC2)nc2cc([N+](=O)[O-])ccc21	1.5	0	2	-6	30	0.2	-16	2	0.06
OC(COCCOc1ccc(Br)cc1)CN1CCCCC1 (stereo unspecified)	-0.7	21	-5	7	1.2	0.3	-5	10	-0.97
Cc1ccsc1CN(C)Cc1nc(C2CC2)no1	0.0	14	4	/	0.8	0.0	-9	5	0.24
CCN(CC)c1nc2n(c(=S)n1)CCS2	-0.5	22	-7[fluorescence artefact?]	-6	-1.2	-0.2	-8	11	0.36
CCC(NC(=O)NC1CCCCC1)c1ccccc1 (stereo unspecified)	0.4	28	9	/	0.0	-0.1	-17	0	1.5
O=C(Nc1ccc(Cl)c([N+](=O)[O-])c1)ONC1=NCCCCC1	0.2	-30	-1	12	1.3	2.3	-20	-1	0.099
O=S(=O)(NCC(c1ccco1)N1CCN(c2ccccc2F)CC1)c1ccc2c(c1)OCCO2 (stereo unspecified)	0.1	1	6	6	1.5	0.5	-6	-1	0.043
C=CC(COCc1ccccc1)N(Cc1ccccc1)S(=O)(=O)c1ccccc1Br (stereo unspecified)	/	11	5	0	1.9	-0.6	-5	-13	-1
Cc1ccc(-c2csc(=Nc3cccnc3)n2CCCn2ccnc2)cc1C	-1.2	9	5	-8	1.9	1.6	-22	-15	-4.2
CCN(CC)S(=O)(=O)c1cc(C(=O)OCC(=O)NC(=O)c2cccn2C)ccc1C	-0.5	9	1[fluorescence artefact?]	/	-0.1	0.3	-2	-15	-0.16
CN(C)c1ccc(/C=[N+](\[O-])C(C)(C)/C=N/O)cc1	1.4	8	5	3	-0.2	1.0	9	-20	/

4 entries drawn at random from those above, as already listed:
SMILES	PERK inhibitor	m-calpain inh	eIF4E 4G PPI	Rad51 HR inh	TNF death inh	L929 necroptosis	Mdm2 ligase inh	EBV gp42 block	Cl transport mod
O=S(=O)(NCC(c1ccco1)N1CCN(c2ccccc2F)CC1)c1ccc2c(c1)OCCO2 (stereo unspecified)	0.1	1	6	6	1.5	0.5	-6	-1	0.043
Cc1ccc(NC2c3ccccc3C(=O)N2c2cccnc2)cc1 (stereo unspecified)	-1.4	-14	-2	13	3.7	-0.1	-13	3	-0.96
COc1ccc(C(c2nnnn2C2CCCC2)N2CCC(C(N)=O)CC2)c(OC)c1 (stereo unspecified)	0.0	10	3	5	1.6	-0.4	-1	-5	0.34
Cn1c(CN2CCCCC2)nc2cc([N+](=O)[O-])ccc21	1.5	0	2	-6	30	0.2	-16	2	0.06

Screens from PubChem BioAssay.
